TrxR1 inh: inhibitors of rat thioredoxin reductase 1; Potency, µM (series often up to 114 µM), for the others: top-dose activity change, negative = inhibition, usual class: inhibitors; AID 588453; recombinant rTrxR1, NADPH fluorescence consumption, selenite substrate; 390,000 tested, 1% active; O89049; further: potency means the concentration at half of the fitted maximal effect; on the % scale 0 is the no-effect control and ±100 the full control effect; nearly all actives have a fitted effect of over 65% in size
Target sequence (O89049 whole entry, looked up): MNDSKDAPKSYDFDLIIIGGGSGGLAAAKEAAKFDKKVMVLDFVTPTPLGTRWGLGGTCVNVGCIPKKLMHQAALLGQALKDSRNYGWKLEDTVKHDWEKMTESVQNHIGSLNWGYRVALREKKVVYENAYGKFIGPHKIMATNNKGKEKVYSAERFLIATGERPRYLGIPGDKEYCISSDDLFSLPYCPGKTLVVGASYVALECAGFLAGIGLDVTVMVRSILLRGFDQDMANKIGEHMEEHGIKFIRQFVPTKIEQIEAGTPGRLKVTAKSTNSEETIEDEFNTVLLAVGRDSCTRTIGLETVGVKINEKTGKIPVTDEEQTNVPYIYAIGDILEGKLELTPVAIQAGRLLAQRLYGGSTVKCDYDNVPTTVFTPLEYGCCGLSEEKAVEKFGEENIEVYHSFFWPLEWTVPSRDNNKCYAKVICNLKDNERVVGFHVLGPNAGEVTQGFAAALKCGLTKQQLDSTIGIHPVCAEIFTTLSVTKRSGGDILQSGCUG
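Rat TrxR1 (90 nM in the dispensed reagent) was pre-reduced with 400 uM NADPH for 5 min at room temperature, then incubated with compound for 15 min. After 400 uM selenite was added, NADPH fluorescence (Ex 340/Em 450 nm) was followed for 8 min.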
Vif-APOBEC3G blk: inhibitors of Vif-APOBEC3G interaction; 410,000 tested, 0.076% active; AID 602310; HeLa A3G-eYFP + Vif (tagged APOBEC3G with the HIV-1 protein that degrades it), YFP fluorescence, overnight; Potency, µM (highest dose often 46.1 µM), for inactives: at the highest dose activity, negative = active, most hits filed as inhibitors; Q9HC16;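 further: potency means the concentration at half of the fitted maximal effect; on the % scale 0 is the no-effect control and ±100 the full control effect; nearly all actives have a fitted effect of over 60% in size; hits raise eYFP signal because A3G escapes Vif-driven loss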
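Read-out is eYFP fluorescence (Ex 488/Em 500-530) from Vif-expressing HeLa A3G-eYFP cells; more signal means A3G escaped Vif-mediated degradation. Cells plated overnight, compound pinned in, incubated overnight at 37 deg C.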
RGS4 inh: human RGS4 inhibition; Transcreener GDP fluorescence polarization, RGS4-accelerated GTP hydrolysis; Potency, µM (doses to about 114 µM), for the others: at the top dose activity change, negative = inhibition, most hits filed as inhibitors; 390,000 tested, 0.039% active; further: potency means the concentration at half of the fitted maximal effect; on the % scale 0 is the no-effect control and ±100 the full control effect; nearly all actives have a fitted effect of over 75% in size; some results filed as inactive show a strong effect at the top dose
Target sequence (P49798 whole entry, looked up): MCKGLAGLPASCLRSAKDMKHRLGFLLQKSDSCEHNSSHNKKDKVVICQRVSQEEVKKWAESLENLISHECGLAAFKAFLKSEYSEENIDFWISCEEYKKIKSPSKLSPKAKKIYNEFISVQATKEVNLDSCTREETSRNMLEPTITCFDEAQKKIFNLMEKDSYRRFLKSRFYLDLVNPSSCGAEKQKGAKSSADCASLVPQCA
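MLSMR compounds (23 nl, pin-transferred) preincubated 10 min at room temperature with a 500nM (2x) first reagent, then RGS4 at 900nM (2x) plus Transcreener GDP mix added; fluorescence polarization (620/688 nm) read before and after 90 min at 30 °C.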
IDH1 R132H inh: inhibitors of human mutant IDH1 R132H. IDH1-R132H enzyme, NADPH consumption, diaphorase/resazurin fluorescence. Potency, µM (doses to about 76.6 µM), without a hit: top-dose activity change, negative = inhibition, hits mostly inhibitors. 390,000 tested, 0.093% active. AID 602179; further: potency means the concentration at half of the fitted maximal effect; on the % scale 0 is the no-effect control and ±100 the full control effect; nearly all actives have a fitted effect of over 65% in size
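IDH1-R132H (0.5 ug/mL) preincubated 30 min with compound, then NADPH (0.016 mM) and alpha-KG (2 mM) added; 80 min at RT, pH 7.5. Remaining NADPH coupled via diaphorase/resazurin to fluorescence (540/590 nm); concentration-response curves normalized to no-enzyme control.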
LDHA block: inhibitors of human lactate dehydrogenase A; purified LDHA, NADH/diaphorase-resazurin fluorescence; stronger effect = lower value; 480,000 tested, 0.15% active; P00338; activity change, % (values are at about 110 or 230 µM); AID 1347041; in the data active means activity change below about -30%; inconclusive means mostly about -25% to -30%;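 further: plate controls were DMSO wells for no effect and wells without enzyme for full effect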
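Resorufin fluorescence (ex540/em590), read at 0 and 20 min after diaphorase/resazurin addition, reports the NADH left after a 5 min room-temperature reaction of 2 nM human LDH5 with 0.06 mM NADH and 0.2 mM pyruvate.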
Vif-APOBEC3F blk: blocks the Vif interaction with APOBEC3F | Potency, µM (top dose mostly 46.1 µM), for the others: at the top dose activity, negative = active | AID 602313 | 390,000 tested, 0.2% active | HeLa A3F-eYFP + Vif (tagged APOBEC3F with the HIV-1 protein that degrades it), YFP fluorescence increase; further: potency means the concentration at half of the fitted maximal effect; % of control where 0% means no effect; nearly all actives have a fitted effect of over 65% in size
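HeLa cells stably expressing Vif plus C-terminally eYFP-tagged A3F were seeded, incubated overnight at 37 deg C, dosed with compound, incubated overnight again at 37 deg C. Yellow fluorescence (Ex 488/Em 500-530) reported blocked Vif-mediated A3F-eYFP degradation.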
Glioma ERSR ind: ER stress response induction in glioma | U87-MG GRP78 promoter luciferase reporter, 16 h | Potency, µM, for the others: top-dose activation, usual class: activators | 420,000 tested, 0.02% active | AID 602332; further: potency means the concentration at half of the fitted maximal effect; series mostly up to about 76 µM; % of control where 0% means no effect; nearly all actives have a fitted effect of over 35% in size
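Stably transfected U87-MG human glioma cells carrying a GRP78-based luminescent sensor were seeded at 1000 cells/well, pin-dosed with compounds and incubated 16 h. Luciferase reagent was then added, and end-point luminescence was read after 10 min at room temperature.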
TrxR1 substrate: rat thioredoxin reductase 1 substrate activity | 390,000 tested, 0.01% active | purified TrxR1 substrate turnover, NADPH consumption readout | AID 588456 | Potency, µM (top dose mostly 114 µM), without a hit: at the highest dose activity change, negative = substrate turnover; further: potency means the concentration at half of the fitted maximal effect; on the % scale 0 is the no-effect control and ±100 the full control effect; nearly all actives have a fitted effect of over 50% in size
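Rat TrxR1, dispensed at 90 nM, was prereduced with 400 uM NADPH (final) for 5 min at ~22 deg C, then incubated with compound 15 min before 400 uM selenite. A first-read NADPH fluorescence drop versus no-compound background flagged substrates.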
USP1-UAF1 inh: blocks the human USP1/UAF1 deubiquitinase complex | O94782 | recombinant USP1/UAF1, Ub-Rhodamine cleavage fluorescence | Potency, µM (doses to about 57.1 µM), inactives show at the highest dose activity change, negative = inhibition, actives largely listed as inhibitors | 390,000 tested, 0.23% active | AID 743255; further: potency means the concentration at half of the fitted maximal effect; on the % scale 0 is the no-effect control and ±100 the full control effect; nearly all actives have a fitted effect of over 60% in size; inactives centre near -12
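USP1/UAF1 complex at 1 nM was preincubated with compound for 15 min at room temperature, then Ub-Rho substrate (150nM final) was added. Fluorescence (480/540 nm) was read kinetically, 6 reads every 60 seconds.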
The depositor's hits bear a star; u = inconclusive; x = not tested or not shown; & = joins results of further samples; [ ] = remark or other dose. Unless noted, the call rests on the fitted dose curve; in most records, active means well fitted curve in the direction sought with a large enough effect; inconclusive means small, poorly fitted or top-dose-only effect, or another doubt; inactive means no such curve, though single readings can be large; an effect the other way counts as inactive or inconclusive.

SMILES	TrxR1 inh	Vif-APOBEC3G blk	RGS4 inh	IDH1 R132H inh	LDHA block	Vif-APOBEC3F blk	Glioma ERSR ind	TrxR1 substrate	USP1-UAF1 inh
COc1ccc(OC)c(NS(=O)(=O)c2ccc(Cl)nc2)c1	10%	-2%	-28%	8%	9	1%	-3%	-1%	-9%
CCN(CC)c1ccc(/C=N/OC(C)C(=O)Nc2ccc(C)cc2)cc1 (stereo not drawn)	-18%	-1%	2%	1%	5	3%	-4%	-5%	-2%
Cc1ccccc1-c1cc(C(=O)Nc2sc(C)c(C)c2C(N)=O)c2ccccc2n1	-19%	-4%	-16%	2%	-5	1%	-7%	-10%	-13%
O=C(Nc1cccc(F)c1)C1CCCN1C(=O)OCc1ccccc1 (stereo not drawn)	-1%	-5%	36%	-4%	-15	-6%	-2%	-7%	-9%
COC(=O)C(Cc1ccccc1)NC(=O)C(CC(C)C)NC(=O)OC(C)(C)C (stereo not drawn)	11%	-2%	-5%	-1%	-6	-13%	-2%	-1%	-5%
O=C(O)c1ccc(C(=O)Nc2cccc3cccnc23)cc1	11%	1%	18%	x	0	x	0%	7%[0.457 µM]	x
CCc1ccc(CN(C)C(=O)c2cc(COc3ccc(-n4cncn4)cc3)on2)cc1	14%	0%	2%	-10%	-7	-9%	3%	-2%	-26%
Cc1oc2c(c1C(=O)NCc1cccnc1)C(=O)c1ccccc1C2=O	27%	-19%	2%	17%	18	-8%	-11%	0%	u
Cc1ccc2cc(CCNC(=O)c3ccc(C)c([N+](=O)[O-])c3)c(=O)[nH]c2c1	1%	-1%	-20%	-1%	-6	6%	-2%	-3%	-11%
Cc1cc(C)c(NC(=O)CSc2nc3ncc(Br)cc3[nH]2)c(C)c1	12%	0%	18%[56.9 µM]	-6%	-11	-5%	-4%	-4%	-21%
O=S(=O)(NCc1ccccc1)c1cccs1	-18%	4%	-38%	8%	-4	-5%	0%	0%	-22%
COCCN(CC(=O)Nc1ccccc1)S(=O)(=O)c1ccc(S(=O)(=O)N2CCCC2)cc1	7%[57.1 µM]	-8%	-41%	5%	-6	-2%	0%	11%[57.1 µM]	-14%
S=C(NCCc1ccccn1)NC1CC2CCC1C2 (stereo not drawn)	4%[57.1 µM]	0%	37%	5%	-8	10%	-2%	0%[57.1 µM]	-16%
Cc1ccc(CNS(=O)(=O)c2cn(C)c(=O)n(C)c2=O)cc1	12%	0%	12%	0%	-11	-5%	-5%	4%	-18%
C=CCn1c(=O)c2c3c(sc2n2c(Nc4ccc(C(=O)OCC)cc4)nnc12)CCCC3	0%	-2%	20%	-14%	0	-7%	-5%	-8%	-3%
O=C(CSc1nc2nn(-c3ccccc3)c(=O)c-2c2n1CCCCC2)Nc1ccc(F)cc1F	-1%	-2%	21%	-8%	-1	1%	1%	-3%	-1%
Cc1ccc(C)c(NC(=S)c2ccccn2)c1	-27%	2%	-16%	4%	-6	0%	6%	-11%	-9%
CCc1ccc(-c2cc3c(=O)n(CC(=O)NCc4ccccc4F)ncn3n2)cc1	24%	0%	13%[11.4 µM]	7%	-11	-16%	0%	0%	-3%
O=C(c1cnn2c(C(F)F)cc(-c3ccccc3)nc12)N1CCOCC1	-8%	-1%	-3%	-6%	0	-6%	1%	-2%	-26%
COc1ccc(CCNC(=O)Cn2c(=O)n(CC3CCCO3)c(=O)c3cc(OC)c(OC)cc32)cc1OC (stereo not drawn)	4%	-2%	-1%	-1%	-1	1%	0%	2%	-21%
Cc1ccccc1N1CCN(C2CCCN(C(=O)c3ccsc3)C2)CC1 (stereo not drawn)	u	-1%	-16%	-3%	-3	-15%	-2%	1%	-8%
Oc1[nH]c2ccccc2c1C=Nc1ccc2c(c1)OCCO2	-11%	-4%	-21%	8%	-5	-7%	-3%	-13%	-15%
COc1ccccc1-c1nnn(CC#N)n1	10%	0%	-23%	-5%	-2	-2%	-1%	4%	-6%
O=S(=O)(c1ccc(-c2csc(=Nc3ccccc3)n2CCCN2CCOCC2)cc1)N1CCOCC1	7%[57.1 µM]	-2%	-44%	-1%	-2	-6%	-2%	9%[57.1 µM]	-20%
Cc1cc2nn(-c3cccc4ccccc34)nc2cc1NC(=O)c1cccs1	31%[activator]	-4%	-8%	2%	0	4%	-2%	42%[activator]	-27%
SMILES	TrxR1 inh	Vif-APOBEC3G blk	RGS4 inh	IDH1 R132H inh	LDHA block	Vif-APOBEC3F blk	Glioma ERSR ind	TrxR1 substrate	USP1-UAF1 inh
COc1ccc2c(c1)c1c(c(=O)n(-c3ccccc3)c(=O)n1CC(=O)NCCC1=CCCCC1)n2C	28%	-2%	1%	-3%	3	-6%	-2%	23%	0%
C=CCn1c(O)c2ccc(C(=O)N=NC(=O)c3ccc(F)cc3)cc2c1O	-1%[57.1 µM]	2%	-3%	7%	-11	u	-1%	0%[57.1 µM]	-5%
N#CCc1c(C#N)c(N)nc(Nc2ccccc2)c1C#N	u	0%	-34%[56.9 µM]	-8%	-3	-9%	u	-4%	-25%
COC(=O)C1=NN(C(=O)c2ccc(Cl)cc2)C(O)(c2ccccc2)C1 (stereo not drawn)	-10%	-15%	9%	2%	1	-26%	-3%	4%	u
Cc1c(C(=O)OCC(=O)N(C)c2ccccc2)cccc1[N+](=O)[O-]	39%[57.1 µM]	0%	3%	7%	-13	8%	2%	10%[57.1 µM]	-4%
O=C(NCC(c1cccs1)N1CCOCC1)c1cc(Cl)ccc1[N+](=O)[O-] (stereo not drawn)	-9%[57.1 µM]	2%	-19%	6%	2	-15%	-4%	-3%[57.1 µM]	-20%
COC(=O)CC1C(=O)NCCN1C(=O)c1ccc2oc(C(C)C)nc2c1 (stereo not drawn)	-11%	3%	-40%[56.9 µM]	7%	-1	4%	8%	-6%	-25%
CN(C)CCNC(=O)C(=O)NCC(c1ccc2c(c1)OCO2)N1CCOCC1 (stereo not drawn)	10%[57.1 µM]	2%	-19%	-11%	-5	2%	-2%	-3%[57.1 µM]	0%
CC(C)(C)OC(=O)NCCCCCNC(=O)c1nc[nH]c1C(=O)NCC(=O)OCc1ccccc1	-8%[57.1 µM]	-8%	8%	-4%	-1	6%	-6%	1%[57.1 µM]	-8%
CCOc1cccc(/C=N/NC(=S)NCCN2CCOCC2)c1O	-3%	0%	-18%	-6%	5	u	-2%	-8%	-15%
Cc1nc2ccccn2c(=O)c1NC(=O)c1ccc(F)c(F)c1	7%[57.1 µM]	3%	-9%	3%	-2	1%	-2%	-2%[57.1 µM]	17%
CSc1nc(Cl)cc(=O)[nH]1	8%[57.1 µM]	-7%	-8%	2%	-1	-5%	-3%	5%[2.29 µM]	-23%
CC(C)C(=O)Nc1nnc(SCC(=O)NC2CCCC2)s1	24%	0%	28%	-7%	-10	0%	-7%	1%	-12%
O=c1[nH]c2ccc(NCc3ccc(-c4ccc(Br)cc4)o3)cc2[nH]1	-9%	-1%	-16%	28%	2	4%	-4%	-11%	-14%
COCCOC(=O)C1=C(C)NC(C)=C(C(=O)OC(C)C)C1c1cccc([N+](=O)[O-])c1 (stereo not drawn)	u	-3%	1%[56.9 µM]	14%	1	7%	-6%&-2%&-4%&-3%&-4%	u	-25%

Some of the entries above in another layout:
| Structure | TrxR1 inh | Vif-APOBEC3G blk | RGS4 inh | IDH1 R132H inh | LDHA block | Vif-APOBEC3F blk | Glioma ERSR ind | TrxR1 substrate | USP1-UAF1 inh |
| --- | --- | --- | --- | --- | --- | --- | --- | --- | --- |
| COc1ccc2c(c1)c1c(c(=O)n(-c3ccccc3)c(=O)n1CC(=O)NCCC1=CCCCC1)n2C | 28% | -2% | 1% | -3% | 3 | -6% | -2% | 23% | 0% |
| C=CCn1c(O)c2ccc(C(=O)N=NC(=O)c3ccc(F)cc3)cc2c1O | -1%[57.1 µM] | 2% | -3% | 7% | -11 | u | -1% | 0%[57.1 µM] | -5% |
| N#CCc1c(C#N)c(N)nc(Nc2ccccc2)c1C#N | u | 0% | -34%[56.9 µM] | -8% | -3 | -9% | u | -4% | -25% |
| COC(=O)C1=NN(C(=O)c2ccc(Cl)cc2)C(O)(c2ccccc2)C1 (stereo not drawn) | -10% | -15% | 9% | 2% | 1 | -26% | -3% | 4% | u |
| Cc1c(C(=O)OCC(=O)N(C)c2ccccc2)cccc1[N+](=O)[O-] | 39%[57.1 µM] | 0% | 3% | 7% | -13 | 8% | 2% | 10%[57.1 µM] | -4% |
| O=C(NCC(c1cccs1)N1CCOCC1)c1cc(Cl)ccc1[N+](=O)[O-] (stereo not drawn) | -9%[57.1 µM] | 2% | -19% | 6% | 2 | -15% | -4% | -3%[57.1 µM] | -20% |
| COC(=O)CC1C(=O)NCCN1C(=O)c1ccc2oc(C(C)C)nc2c1 (stereo not drawn) | -11% | 3% | -40%[56.9 µM] | 7% | -1 | 4% | 8% | -6% | -25% |

Screening results (PubChem)

An excerpt; the hit share may differ from the screen's.
